Bioassay records as filed in PubChem BioAssay.
hIAP activ – human IAP activation; P09923; purified human IAP, CDP-Star luminescence, 30 min; active compounds read high; 1 = vehicle-only enzyme, 0 = enzyme-free background; activation factor at 10 µM; hit rate 0.16% among 330,000;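 active = activation factor of the enzyme at least 2-fold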; note: the source names both 10 and 20 µM as test concentration; values of inactives mirror those of a sister screen read the other way
ATG4B inhibitor – inhibitors of human ATG4B cysteine protease. Q9Y4P1. ATG4B cleavage of LC3-PLA2, NBD-HPC fluorescence, 1 h. inhibition, % at 8.33 µM. hit rate 0.51% among 340,000. AID 504462; in the data active = inhibition above about 40%
HKDC1 inh – inhibitors of human hexokinase HKDC1. recombinant HKDC1, G6PDH/diaphorase resazurin coupled fluorescence. inhibition, % at 20 µM. hit rate 0.16% among 340,000;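 active = inhibition above about 35% when tested at 20 µM, limit read from the data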;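 note: plate controls were DMSO wells with enzyme for no effect and DMSO wells lacking enzyme for full effect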
Target sequence (Q2TB90 whole entry, looked up): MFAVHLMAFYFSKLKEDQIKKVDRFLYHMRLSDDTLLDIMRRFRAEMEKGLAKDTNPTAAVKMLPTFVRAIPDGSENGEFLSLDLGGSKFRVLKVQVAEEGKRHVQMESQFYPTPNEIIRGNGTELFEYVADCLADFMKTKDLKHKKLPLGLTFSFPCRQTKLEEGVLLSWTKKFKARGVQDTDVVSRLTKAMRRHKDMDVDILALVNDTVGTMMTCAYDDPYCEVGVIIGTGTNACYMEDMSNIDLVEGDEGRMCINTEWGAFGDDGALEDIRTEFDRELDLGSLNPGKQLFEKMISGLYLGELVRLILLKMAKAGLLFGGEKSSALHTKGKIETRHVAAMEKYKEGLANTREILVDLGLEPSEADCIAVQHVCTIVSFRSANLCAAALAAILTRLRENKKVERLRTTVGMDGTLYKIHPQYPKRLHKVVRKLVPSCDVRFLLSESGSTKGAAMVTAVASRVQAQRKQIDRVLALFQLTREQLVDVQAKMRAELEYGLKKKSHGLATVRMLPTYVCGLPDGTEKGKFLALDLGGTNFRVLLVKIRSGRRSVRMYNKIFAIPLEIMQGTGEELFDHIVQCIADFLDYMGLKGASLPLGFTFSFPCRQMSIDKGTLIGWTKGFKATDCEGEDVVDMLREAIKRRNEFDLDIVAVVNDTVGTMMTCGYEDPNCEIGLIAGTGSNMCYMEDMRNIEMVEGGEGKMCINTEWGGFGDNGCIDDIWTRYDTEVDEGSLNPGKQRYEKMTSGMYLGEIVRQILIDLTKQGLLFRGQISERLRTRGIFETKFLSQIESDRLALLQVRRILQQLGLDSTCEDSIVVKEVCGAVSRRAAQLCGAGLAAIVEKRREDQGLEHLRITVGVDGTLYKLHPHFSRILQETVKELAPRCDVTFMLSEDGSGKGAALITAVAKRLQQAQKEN
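test system = in-house recombinant HK5 (HKDC1) enzyme | amount = HKDC1 at 5 µg/mL | control set = DMSO-enzyme wells negative, buffer-substituted wells positive | compound = one dose of 20 µM, 1% DMSO | schedule = reaction time 90 min, room temperature, protected from light | technique = resorufin fluorescence at 613 nm | reagent = glucose with 1 mM ATP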
PfGluPho inh – PfG6PD (Plasmodium falciparum) enzyme inhibition; PfGluPho enzyme, NADPH resazurin-diaphorase fluorescence; inhibition, % at 20 µM; hit rate 0.78% among 350,000; AID 504690;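 active = inhibition reaching at least a set limit at 20 µM in the primary screen, cut at about 59% in these data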;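 note: 0% = DMSO wells with substrate and 100% = DMSO wells lacking glucose-6-phosphate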
hIAP block – human IAP inhibition | AID 2544 | purified IAP, CDP-Star luminescence, 30 min | P09923 | hit rate 0.12% among 330,000 | inhibition, % at 10 µM;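 active = inhibition reaching a set limit with compound at 10 µM in the primary screen, cut at about 35% in these data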;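 note: plate controls were DMSO wells with enzyme for no effect and no-enzyme buffer wells for full effect; values of inactives mirror those of a sister screen read the other way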
mIAP block – mouse IAP inhibition; purified mouse IAP, CDP-Star luminescence, 30 min; inhibition, % at 10 µM; hit rate 0.2% among 330,000; AID 2806;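 active = inhibition of at least 40% at 10 µM in the primary screen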;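 note: plate controls were DMSO with enzyme for no effect and no enzyme wells for full effect; values of inactives mirror those of a sister screen read the other way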
mIAP act – mouse IAP activation; muIAP, CDP-Star luminescence, 30 min; active compounds read high; 1 = vehicle-only enzyme signal, 0 = enzyme-free wells; activation factor at 10 µM; AID 2805; hit rate 0.24% among 330,000;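 active = activation factor of at least 2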; note: the source names both 10 and 20 µM as test concentration; values of inactives mirror those of a sister screen read the other way
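also added = chemiluminescent substrate CDP-Star | test system = mouse IAP enzyme | signal = chemiluminescence readout | compound = DMSO-dissolved test compounds | incubation = 30 min at room temperature | benchmarks = DMSO wells, no-enzyme wells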
A3A deaminase – inhibitors of human APOBEC3A DNA deaminase; hit rate 0.41% among 330,000; AID 493011; recombinant A3A, FAM/TAMRA ssDNA deamination fluorescence; P31941; inhibition, % at 20 µM;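 active = at least 40% inhibition at 20 µM here, with at most 30% in a related deaminase screen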;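 note: plate controls were A3A with DMSO for no effect and wells lacking A3A enzyme for full effect; some results filed as inactive read as strong as hits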
Target sequence (P31941 whole entry, looked up): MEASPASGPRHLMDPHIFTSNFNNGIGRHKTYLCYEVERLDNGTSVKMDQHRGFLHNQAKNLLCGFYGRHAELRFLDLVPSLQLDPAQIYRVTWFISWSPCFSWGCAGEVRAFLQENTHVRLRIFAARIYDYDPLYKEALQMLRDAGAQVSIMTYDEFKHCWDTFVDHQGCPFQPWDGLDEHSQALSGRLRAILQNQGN
The depositor's hits bear a star; · = no result given.

hIAP activ	ATG4B inhibitor	HKDC1 inh	PfGluPho inh	hIAP block	mIAP block	mIAP act	A3A deaminase	molecule
0.867	10.5	-2.6	-33.4	13.3	-0.7	1.01	0.9	O=C1Cc2cc(S(=O)(=O)NCc3ccccc3Cl)cc3c2N1CCC3
0.965	-15.1	-5.9	1.8	3.5	-4.8	1.05	-1.2	O=C(CCn1nnc(-c2cccs2)n1)NC1CCCCC1
0.899	-1.9	-3.0	12.3	10.1	1.1	0.989	-7.7	CN(C(=O)CCN1C(=O)c2ccccc2C1=O)c1ccccc1
1.18	-3.1	-13.4	-0.3	-18.4	-8.5	1.08	-1.7	Cc1cccc(OCCCCCNCCO)c1
1.22	6.3	-2.4	14.7	-21.9	6.8	0.932	3.6	S=c1[nH]nc(-c2ccc(Cl)cc2Cl)n1-c1ccccc1
1.14	-12.5	0.8	0.8	-13.5	12.5	0.875	-3.8	O=C(c1ccc(-c2cccc(C(F)(F)F)c2)o1)N1CCOCC1
1.27	·	·	·	-27.1	-14.6	1.15	-0.5	CCOC(=O)c1sc(Nc2nc3c(OC)cccc3s2)nc1C
1.07	-5.6	-4.2	3.7	-7.1	3.7	0.963	-1.3	CC(C)(C)NC(=O)C1Cc2ccccc2CN1S(=O)(=O)c1ccc(F)cc1 (stereo not given)
1.05	-13.1	5.6	52.5	-4.7	-10.2	1.1	-4.8	C#CCOCCOCCOCCNc1nc(N2CCN(C(=O)C([C@@H](C)CC)n3cc(C(N)COC(=O)C(F)(F)F)nn3)CC2)nc(N2CCN(C(=O)[C@H](CCCCN)n3cc(C(N)[C@H](C)CC)nn3)CC2)n1 (stereo not given in full)
0.849	-3.0	-3.4	-10.6	15.1	16.8	0.832	3.7	COC(=O)C1CCN(CCCOc2ccc(CN3CCN(c4ccc([N+](=O)[O-])cc4)CC3)cc2)CC1
0.983	11.7	-2.2	-1.7	1.7	12.4	0.876	-2.1	c1ccc(-c2cc(-c3nc4ccccc4[nH]3)c3ccccc3n2)cc1
0.771	·	·	·	22.9	17.0	0.83	0.1	C[C@H]1CC[C@H]2C(=O)N3[C@H](c4cccc(N5CCCC5=O)c4)[C@@H](C)CC[C@H]3C(=O)N2[C@@H]1c1cccc(N2CCCC2=O)c1
0.998	-0.9	0.4	-15.4	0.2	-11.9	1.12	-0.2	Cc1ccnc(NS(=O)(=O)c2ccc(NC(=O)C34CC5CC(CC(C5)C3)C4)cc2)n1
1.06	2.5	-7.8	-1.2	-5.7	-4.2	1.04	1.1	NC(=O)c1c(NC(=O)c2cccnc2Cl)sc2c1CCCC2
0.873	-7.1	-13.1	6.1	12.7	-3.1	1.03	-0.7	Cc1cc(SC(C)C(=O)NCC(=O)Nc2ccc(F)c(F)c2F)nc2ccccc12 (stereo not given)
0.938	2.8	-6.0	-22.0	6.2	1.3	0.987	-6.3	O=C(Cc1ccc(F)cc1)NCCc1cnc[nH]1
1.04	1.6	-8.3	-8.8	-4.5	5.7	0.943	-2.3	CCOc1cc(NC(=O)c2cccs2)c(OCC)cc1NC(=O)c1ccccn1
1.32	-5.4	-11.7	-5.8	-32.0	-9.7	1.1	-3.2	CCn1cc(S(=O)(=O)c2ccc(OC)cc2)c(=O)c2cc(F)c(N3CCN(C)CC3)cc21
1.2	-21.2	-3.9	-0.1	-20.3	4.0	0.96	-1.9	Cc1ccc(NC(=O)CN(C)C(=O)COC(=O)CNS(=O)(=O)c2ccc(F)c(F)c2F)cc1
1.07	-4.3	-7.1	-6.8	-6.8	-5.2	1.05	1.6	O=C(CSc1cccc[n+]1[O-])c1ccccc1Br
0.974	3.2	-3.2	9.1	2.6	-0.3	1	-3.3	Cc1cccc([C@@H](NC(=O)OC(C)(C)C)C(=O)OC(C)(C)C)c1
1.11	2.9	-1.5	11.2	-11.2	4.8	0.952	-0.2	COC(=O)c1sccc1-c1ccc(/C=N/OC(=O)c2ccccc2)o1
2.28*	1.0	-34.3	-15.3	-127.8	53.5*	0.465	-0.2	O=C(N/N=C/c1ccc(O)cc1O)C(=O)N/N=C/c1ccc(O)cc1O
0.942	2.2	8.6	2.9	5.8	-5.3	1.05	2.2	CS(=O)(=O)N(Cc1ccc(C(=O)NCCSCc2ccco2)cc1)c1ccccc1
1.08	-5.1	-9.5	7.7	-8.0	-0.3	1	-4.6	COc1cc(/C=N/N2C(=O)c3ccccc3C2=O)ccc1O
1.22	1.5	6.2	1.0	-21.6	-4.3	1.04	-3.8	COc1ccc(O)c(C=Nc2cc(C)on2)c1
1.04	-0.8	-6.7	-22.1	-4.0	-1.2	1.01	-10.1	Cc1cc(S(=O)(=O)N2CCN(C(=O)CCC(=O)N3CCOCC3)CC2)ccc1Br
1.07	-10.2	-8.2	7.6	-7.5	3.1	0.969	-3.0	C/C(=N/NC(=O)c1ccncc1)c1c[nH]c2ccccc12
0.948	-8.1	9.2	15.7	5.2	12.2	0.878	-0.3	C=CCc1ccccc1OCCSc1nc2ccc([N+](=O)[O-])cc2s1
0.938	5.5	-4.4	-8.4	6.2	6.1	0.939	1.2	CC(C)n1c(SCC(=O)Nc2ccc(F)cc2)nnc1C1CC1

(next part)
hIAP activ	ATG4B inhibitor	HKDC1 inh	PfGluPho inh	hIAP block	mIAP block	mIAP act	A3A deaminase	molecule
0.979	-0.2	1.2	16.3	2.1	-11.7	1.12	-2.3	CC(C)(C)c1ccc(C(=O)NCCc2ccccc2)cc1
0.968	0.8	14.1	-1.7	3.2	2.5	0.975	3.7	CCSc1nnc(NC(=O)COc2ccc(Cl)cc2)s1
0.899	-1.1	-1.9	6.4	10.1	-4.9	1.05	-2.0	Cc1cccc(C(=O)O/N=C(\N)c2ccc(Cl)cc2)c1
0.955	0.9	-7.3	-1.6	4.5	-1.5	1.01	1.1	COC(=O)c1nc2ccccc2s1
0.752	-0.1	-4.0	11.7	24.8	6.9	0.931	-2.9	Cn1ncc([N+](=O)[O-])c1C(=O)NC1CCCCCC1
0.997	-7.8	-4.8	-23.4	0.3	-7.7	1.08	4.9	O=c1oc2ccccc2c2c1C(c1ccc(Cl)cc1)Nc1ccc3ccccc3c1-2 (stereo not given)
1.06	·	·	·	-5.7	5.4	0.946	-3.6	Cc1ccc(COC(=O)c2cc([N+](=O)[O-])ccc2N2CCOCC2)cc1
1.02	4.4	-47.0	4.9	-1.9	-3.2	1.03	-1.6	Cc1cc2cc(CN(Cc3cccs3)S(=O)(=O)c3ccc4c(c3)OCCO4)c(=O)[nH]c2cc1C
1.1	5.2	-6.0	-8.3	-10.5	5.1	0.949	-4.5	Cc1c(Br)ccc(NC(=O)c2ccccc2[N+](=O)[O-])c1C
1.08	5.1	18.9	-26.7	-7.6	2.6	0.974	-6.0	Cc1c(C(=O)N2CCCC2)sc(NC(=O)c2ccccc2)c1C#N
0.95	2.4	-9.3	-7.8	5.0	2.4	0.976	-3.7	CCNC(=O)C(=O)c1c(-c2ccccc2)[nH]c2ccccc12
1.14	8.2	-0.3	-1.2	-14.2	-4.1	1.04	-2.7	OCCC1CN(Cc2ccon2)CCN1Cc1ccc(F)c(F)c1 (stereo not given)
0.89	8.0	6.4	39.5	11.0	4.8	0.952	-1.4	Cc1ccc(C(=O)c2no[n+]([O-])c2C(=O)c2ccc(C)cc2)cc1
1.06	-3.2	6.2	31.4	-6.5	-2.8	1.03	4.6	COc1ccc(-c2cc(=O)c3cc(OC)ccc3[nH]2)cc1
0.903	-2.2	4.3	7.4	9.7	13.7	0.863	0.7	CCOc1cccc(-c2nnc3sc(C4CCCCC4)nn23)c1
0.916	0.1	-8.4	-6.3	8.4	-7.4	1.07	0.1	C[C@H](CO)N1C[C@H](C)[C@@H](CN(C)C(=O)Nc2ccccc2)Oc2ccc(NS(=O)(=O)c3ccccc3)cc2C1=O
0.888	5.6	0.9	-8.1	11.2	1.7	0.983	4.8	CSc1ccccc1C(=O)NCc1ccccc1
1.03	-58.8	-6.1	-3.7	-3.4	-20.6	1.21	-2.9	Cc1cc(C)cc(NC(=O)COC(=O)Cn2cnc3c2c(=O)n(C)c(=O)n3C)c1
0.856	-6.8	-10.5	8.3	14.4	-1.7	1.02	1.5	CCOC(=O)C1(CC2CCCCO2)CCN(C(=O)NCc2ccccc2)CC1 (stereo not given)
1.05	-2.6	1.8	5.1	-5.3	-4.5	1.04	1.4	CCN(CC)c1ccc(S(=O)(=O)N2CCOCC2)cc1NC(=O)COC(=O)COc1ccccc1C
1.07	-4.9	6.2	-13.6	-7.3	-0.2	1	-2.3	COc1ccc(C)cc1NC(=O)CSc1nnc2ccc(-c3ccncc3)nn12
1	-7.1	-12.4	-9.4	-0.3	0.5	0.995	0.4	CC(C)C(=O)NNS(=O)(=O)c1ccccc1
0.954	-16.4	9.7	69.0*	4.6	5.8	0.942	3.5	O=C(CN1CCN(c2ccc(O)cc2)CC1)Nc1ccc(-c2ccccc2)cc1
1.13	-5.8	-4.2	5.6	-12.8	8.1	0.919	-4.2	COc1ccc(C2C(C(C)=O)=C(O)C(=O)N2c2cccnc2)cc1OC (stereo not given)
0.837	-0.1	-4.4	0.2	16.3	21.7	0.783	-0.6	CCOC(=O)/C(C#N)=C/c1cccn1-c1ccc(Cl)cc1
0.797	1.5	-5.1	-13.4	20.3	-2.6	1.03	2.0	CN1C(=O)NC(NC(=O)c2ccncc2)(C(F)(F)F)C1=O (stereo not given)
0.801	-0.8	-5.8	42.2	19.9	3.7	0.963	-4.5	Cc1ccc(C2CC(=O)NC(SCCC(C)C)=C2C#N)cc1 (stereo not given)
0.997	-11.2	-5.8	7.7	0.3	0.8	0.992	-1.6	Cc1cccc(NC(=O)c2ccccc2[N+](=O)[O-])n1
0.995	2.5	2.2	-9.7	0.5	4.8	0.952	0.5	C=CCN(c1ccc(Br)cc1C(=O)OC)S(C)(=O)=O
0.999	2.5	-7.0	-8.4	0.1	3.2	0.968	4.5	O=C1c2ccccc2C(O)(c2ncc[nH]2)N1CCc1ccccc1 (stereo not given)

Compounds listed so far containing two or more sulfur atoms (5):
hIAP activ	ATG4B inhibitor	HKDC1 inh	PfGluPho inh	hIAP block	mIAP block	mIAP act	A3A deaminase	molecule
1.27	·	·	·	-27.1	-14.6	1.15	-0.5	CCOC(=O)c1sc(Nc2nc3c(OC)cccc3s2)nc1C
0.942	2.2	8.6	2.9	5.8	-5.3	1.05	2.2	CS(=O)(=O)N(Cc1ccc(C(=O)NCCSCc2ccco2)cc1)c1ccccc1
0.948	-8.1	9.2	15.7	5.2	12.2	0.878	-0.3	C=CCc1ccccc1OCCSc1nc2ccc([N+](=O)[O-])cc2s1
0.968	0.8	14.1	-1.7	3.2	2.5	0.975	3.7	CCSc1nnc(NC(=O)COc2ccc(Cl)cc2)s1
1.02	4.4	-47.0	4.9	-1.9	-3.2	1.03	-1.6	Cc1cc2cc(CN(Cc3cccs3)S(=O)(=O)c3ccc4c(c3)OCCO4)c(=O)[nH]c2cc1C

Further results.
hIAP activ	ATG4B inhibitor	HKDC1 inh	PfGluPho inh	hIAP block	mIAP block	mIAP act	A3A deaminase	molecule
0.837	10.1	10.3	1.4	16.3	4.8	0.952	-1.3	Oc1ccc(-c2[nH]nc(-c3ccccc3)c2-c2nc3ccccc3[nH]2)cc1
0.802	-11.8	-12.4	12.9	19.8	7.6	0.924	-4.1	CS(=O)(=O)N1CCC(C(=O)Nc2ccc3c(c2)OCCO3)CC1
1.04	6.5	6.6	10.0	-3.8	5.4	0.946	4.2	O=C(c1cc([N+](=O)[O-])ccc1N1CCCCC1)N1CCCCC1
1.25	2.4	-8.2	-2.6	-24.5	-3.7	1.04	0.4	Cc1ccc(S(=O)(=O)NCC2CCC(C(=O)NC3CCCCC3)CC2)cc1 (stereo not given)
